High-throughput results (PubChem)
TcdB inh: blocks C. difficile toxin B glycohydrolase activity. TcdB glycohydrolase enzymatic assay, plate reader. inhibition, % at 9.99 µM. 0.24% of 350,000 active; in the data active = inhibition above about 10%
The depositor's hits bear a star; & = joins results of further samples.

SMILES	TcdB inh
C[C@@H]1CN([C@@H](C)CO)C(=O)c2c(c3ccccc3n2C)-c2ccccc2CO[C@@H]1CN(C)Cc1ccccc1C(F)(F)F	-4.8
CS(=O)(=O)N1CCCCN2[C@H](C1)[C@@H](c1ccc(C#Cc3ccccn3)cc1)[C@@H]2CO	0.0
CC(C)NC(=O)N(C)C[C@H]1Oc2c(NC(=O)c3cnccn3)cccc2C(=O)N([C@@H](C)CO)C[C@H]1C	0.1
C[C@@H]1CN([C@@H](C)CO)C(=O)c2cc(NS(=O)(=O)c3ccccc3)ccc2O[C@@H](C)CCCCO[C@@H]1CN(C)C(=O)Cc1ccccc1	-0.6
CCCC#Cc1cnc2c(c1)C(=O)N([C@H](C)CO)C[C@H](C)[C@H](CN(C)C(=O)c1ccc3c(c1)OCO3)O2	1.0
O=C(C[C@H]1C[C@H]2c3cc(NS(=O)(=O)c4ccc(F)cc4)ccc3O[C@H]2[C@H](CO)O1)NCc1ccccc1	-0.8
CCNC(=O)C[C@H]1CC[C@@H]2[C@@H](COc3ccc(NC(=O)Nc4ccccc4Cl)cc3C(=O)N2C)O1	3.6
CCN1[C@@H]2Cn3c(ccc(-c4cccc(F)c4)c3=O)[C@H]1[C@@H](C(=O)N(C)C)[C@@H]2CO	-0.9
Cc1ccc(S(=O)(=O)N[C@@H]2CC[C@H](CCNC(=O)C3CCC3)O[C@H]2CO)cc1	0.2
CN1c2ccc(Br)cc2[C@H]2[C@H](CCN2S(=O)(=O)c2ccc(F)cc2)[C@H]1CO	1.0
COC(=O)[C@H]1[C@H](CO)[C@H]2Cn3c(ccc(-c4cccc(F)c4)c3=O)[C@@H]1N2Cc1cccnc1	0.9
C[C@@H]1CN([C@@H](C)CO)S(=O)(=O)c2ccc(C3=CCCCC3)cc2O[C@@H]1CN(C)Cc1cncnc1	-6.2
COc1ccc(NC(=O)N(C)C[C@@H]2Oc3ccc(NC(=O)Nc4ccc(F)cc4)cc3C(=O)N([C@H](C)CO)C[C@@H]2C)cc1	-0.8
C[C@H](CO)N1C[C@H](C)[C@H](CN(C)C(=O)c2ccc(F)cc2)OCc2ccccc2-c2c(n(C)c3ccccc23)C1=O	0.7
Cc1noc(C)c1S(=O)(=O)Nc1cccc2c1O[C@@H](CN(C)S(=O)(=O)c1cccs1)[C@@H](C)CN([C@H](C)CO)C2=O	0.5
C[C@@H]1CCCCO[C@H](CN(C)S(=O)(=O)c2cn(C)cn2)[C@@H](C)CN([C@H](C)CO)C(=O)c2cc(NC(=O)Nc3cccc4ccccc34)ccc2O1	-1.3
C[C@H]1CN([C@@H](C)CO)C(=O)c2cc(C#CC3CCCCC3)cnc2O[C@H]1CN(C)S(=O)(=O)c1ccccc1	1.0
CO[C@H]1CN(C)C(=O)c2ccc(NC(=O)C3CCCCC3)cc2OC[C@H](C)N(Cc2cccnc2)C[C@H]1C	0.8
COCC(=O)Nc1ccc2c(c1)OC[C@@H](C)N(Cc1ccncc1)C[C@@H](C)[C@H](OC)CN(C)C2=O	0.7
CC(=O)N(C)C[C@H]1Oc2cc(-c3ccc(F)cc3)ccc2S(=O)(=O)N([C@H](C)CO)C[C@H]1C	-2.2
C[C@H]1CCCCO[C@@H](CN(C)S(=O)(=O)c2ccccc2)[C@@H](C)CN([C@@H](C)CO)C(=O)c2cc(NS(C)(=O)=O)ccc2O1	1.3
CCCNC(=O)N[C@@H]1CC[C@@H](CC(=O)N2CCN(C)CC2)O[C@@H]1CO	-0.4
CCCNC(=O)[C@@H]1[C@@H](CO)[C@@H]2Cn3c(ccc(-c4ccccc4F)c3=O)[C@@H]2N1C(=O)CC	-0.2
CCC(=O)N[C@H]1CC[C@H](CC(=O)NCc2ccccc2OC)O[C@H]1CO	0.3
COc1ccc(S(=O)(=O)N(C)C[C@H]2Oc3ccc(NC(=O)Cc4cn(C)c5ccccc45)cc3C(=O)N([C@@H](C)CO)C[C@H]2C)cc1	-2.2
CO[C@H]1CN(C)C(=O)c2ccc(NC(=O)Nc3ccccc3)cc2OC[C@@H](C)N(C(=O)CC2CC2)C[C@@H]1C	3.4
C[C@@H]1CN([C@@H](C)CO)C(=O)CCCn2cc(nn2)CO[C@H]1CN(C)C(=O)Nc1ccccc1	-0.2&-0.6
Cc1noc(C)c1S(=O)(=O)Nc1ccc2c(c1)C(=O)N([C@H](C)CO)C[C@H](C)[C@H](CN(C)Cc1ccncc1)OCCCC[C@H](C)O2	1.3
COc1cc(OC)c2c(=O)c3c(C(=O)O)c(O)ccc3oc2c1	0.1
COc1ccc(NC(=O)N(C)C[C@H]2Oc3ccc(NS(=O)(=O)c4ccc(OC)cc4)cc3C(=O)N([C@H](C)CO)C[C@H]2C)cc1	0.4
C[C@@H]1CN([C@@H](C)CO)C(=O)c2cc(NC(=O)CCCN(C)C)ccc2O[C@H]1CN(C)Cc1ccc(-c2ccccc2)cc1	0.0
C[C@H](CO)N1C[C@H](C)[C@@H](CN(C)S(=O)(=O)c2ccc(F)cc2)Oc2ccc(N(C)C)cc2CC1=O	-13
C[C@@H]1CN([C@H](C)CO)C(=O)c2cc(N(C)C)ccc2O[C@@H]1CN(C)Cc1ccncc1	-11
C[C@@H]1CN([C@H](C)CO)C(=O)Cc2cc(NC(=O)CCC(F)(F)F)ccc2O[C@@H]1CN(C)Cc1ccc(-c2ccccc2)cc1	0.2
Cc1ccc(S(=O)(=O)N2CC[C@@H]3[C@H](CO)Nc4ccc(-c5ccccc5F)cc4[C@@H]32)cc1	-8.9
COc1ccc(CNC(=O)C[C@H]2C[C@H]3c4cc(N(C)C)ccc4O[C@H]3[C@H](CO)O2)cc1	-37
Cc1[nH]c2ccccc2c1C(=O)c1cc([C@H](NC(=O)OC(C)(C)C)C(C)C)sc1N	0.7
C[C@H](CO)N1C[C@H](C)[C@@H](CN(C)C(=O)CN(C)C)Oc2cc(C#CC(C)(C)O)ccc2S1(=O)=O	0.6
C[C@@H]1CN([C@@H](C)CO)C(=O)c2cccc(NC(=O)C3CCOCC3)c2O[C@H]1CN(C)Cc1ccccc1	-0.3
COc1ccc([Si](C)(C)[C@@H]2[C@@H](CCO)O[C@]3(C(=O)N(Cc4ccccc4)c4ccc(N5CCOC5=O)cc43)[C@H]2C)cc1	-0.1
CO[C@H]1CC[C@@H]2CCN(C)C(=O)C[C@H](c3ccccc3)CN(C)C(=O)c3cc(C#N)ccc3OC[C@H]1O2	-3.3
O=C(Cc1ccccc1)N1CC(=O)N2[C@@H](CO)[C@H](c3ccc(Br)cc3)[C@@H]2C1	0.3
CO[C@@H](CN(C)S(=O)(=O)c1cccc(Cl)c1)[C@@H](C)CN(C(=O)Nc1ccccc1F)[C@H](C)CO	-0.5
COC(=O)[C@H]1[C@H](CO)[C@H]2Cn3c(cccc3=O)[C@@H]1N2C(=O)C1CC1	0.9
C[C@@H]1CN([C@@H](C)CO)C(=O)c2cc(NC(=O)c3ccncc3)ccc2O[C@@H]1CN(C)S(C)(=O)=O	-0.3
CCCNC(=O)C[C@H]1CC[C@@H]2[C@@H](COc3ccc(NC(=O)CC)cc3C(=O)N2C)O1	-0.3
O=C(C[C@@H]1CC[C@H]2[C@@H](COC[C@@H](O)CN2CCC(F)(F)F)O1)NCc1ccc2c(c1)OCO2	0.4
CO[C@@H]1CN(C)C(=O)c2ccc(NC(=O)C3CCC3)cc2OC[C@@H](C)N(Cc2nccs2)C[C@H]1C	-0.3
C/C=C/c1ccc([C@H]2[C@@H](CO)N3C(=O)CN(C(=O)Nc4ccccc4F)C[C@@H]23)cc1	0.7
COC(=O)[C@@H](Cc1ccc(O)cc1)NC(=O)[C@H]1O[C@@H](n2cnc3c(=O)[nH]c(N)nc32)[C@H](O)[C@@H]1O	1.6
O=C(C1CC1)N1CC2(C1)[C@@H](c1ccccc1)[C@@H](CO)N2Cc1ccc(Cl)cc1	1.5
O=C([C@H]1[C@H](CO)[C@H]2Cn3c(ccc(-c4cccnc4)c3=O)[C@@H]1N2CC1CC1)N1CCCCC1	0.1
O=C(C[C@H]1C[C@H]2c3cc(NC(=O)C4CCC4)ccc3O[C@H]2[C@@H](CO)O1)NCc1ccc(Cl)cc1	0.9
O=C(NCC[C@@H]1CC[C@@H](NC(=O)C2CCCC2)[C@H](CO)O1)c1cnccn1	-1.8
CCNC(=O)C[C@@H]1CC[C@H]2[C@@H](COc3ccc(NC(=O)Nc4ccc(Cl)cc4)cc3C(=O)N2C)O1	0.1
COc1cccc(NC(=O)C[C@H]2CC[C@H]3[C@H](COc4ccc(NC(C)=O)cc4C(=O)N3C)O2)c1	0.2
CC(C)c1cn(CC[C@H]2CC[C@@H](NS(=O)(=O)c3ccc(F)cc3)[C@@H](CO)O2)nn1	1.7
CC(C)C#Cc1ccc([C@H]2[C@@H](C#N)N(C(=O)C3CCOCC3)[C@H]2CO)cc1	0.4
C[C@@H]1CN([C@H](C)CO)C(=O)c2cc(C#CC3CCCCC3)cnc2O[C@H]1CN(C)C(=O)Cc1ccccn1	0.5
C[C@@H]1CN([C@@H](C)CO)C(=O)Cc2cc(NC(=O)Nc3cccc4ccccc34)ccc2O[C@H]1CN(C)S(=O)(=O)c1ccc(Cl)cc1	0.4
(continued)
SMILES	TcdB inh
C[C@@H]1CCCCO[C@H](CN(C)C(=O)CCCN(C)C)[C@@H](C)CN([C@@H](C)CO)C(=O)c2cc(NC(=O)Nc3ccc(F)cc3)ccc2O1	-4.4
CN(C)CCCNC(=O)[C@@]1(c2ccc([N+](=O)[O-])cc2)CC(=O)N(C2CCCCC2)[C@@H]1c1ccc(CO)cc1I	0.8
CC(C)c1cn(CC[C@H]2CC[C@H](NC(=O)C3CCOCC3)[C@H](CO)O2)nn1	-1.4
COc1ccc(NC(=O)N(C)C[C@H]2Oc3ccc(NC(=O)Nc4ccc5c(c4)OCO5)cc3C(=O)N([C@H](C)CO)C[C@H]2C)cc1	0.3
COc1ccc2c3c([nH]c2c1)[C@@H](CO)N(C(=O)c1ccncc1)CC31CCN(C(=O)c2ccncc2)CC1	0.0
COCC(=O)Nc1ccc2c(c1)OC[C@H](C)N(C(=O)NC(C)C)C[C@@H](C)[C@H](OC)CN(C)C2=O	-1.1
CC(C)C#Cc1cnc2c(c1)C(=O)N([C@@H](C)CO)C[C@H](C)[C@@H](CN(C)C(=O)Nc1ccccc1F)O2	-2.0
CCS(=O)(=O)N[C@H]1CC[C@@H](CC(=O)NCc2ccc(F)cc2)O[C@@H]1CO	-0.4
Cc1noc(C)c1S(=O)(=O)Nc1ccc2c(c1)C(=O)N([C@H](C)CO)C[C@@H](C)[C@H](CN(C)C(=O)c1ccccc1)OCCCC[C@@H](C)O2	-9.6
COC(=O)C[C@H]1CC[C@@H](NS(=O)(=O)c2ccccc2)[C@@H](CO)O1	0.9
C[C@H]1CN([C@@H](C)CO)C(=O)c2cccc(NS(=O)(=O)c3cccs3)c2O[C@H]1CN(C)C(=O)Nc1ccc2c(c1)OCO2	-0.7
C[C@@H]1CCCCO[C@H](CN(C)Cc2ccccc2)[C@@H](C)CN([C@@H](C)CO)C(=O)c2cc(NC(=O)CCCCCC(=O)Nc3ccccc3N)ccc2O1	-0.5
C[C@H](CO)N1C[C@H](C)[C@@H](CN(C)Cc2ccc(Cl)c(Cl)c2)OCCCC[C@H](C)Oc2ccc(NS(C)(=O)=O)cc2C1=O	0.2
COc1cccc(NC(=O)Nc2ccc3c(c2)C(=O)N(C)[C@@H]2CC[C@@H](CC(=O)NCCc4ccccc4)O[C@H]2CO3)c1	-0.2
C[C@@H]1CN([C@@H](C)CO)C(=O)c2cc(N(C)C)ccc2O[C@H]1CN(C)Cc1ccc(-c2ccccc2)cc1	-1.3
CCC(=O)Nc1ccc2c(c1)OC[C@@H](C)N(CC1CC1)C[C@@H](C)[C@@H](OC)CN(C)C2=O	1.7
C[C@H]1CCCCO[C@@H](CN(C)C)[C@@H](C)CN([C@@H](C)CO)C(=O)c2cc(NC(=O)Cc3ccccc3)ccc2O1	-0.8
CCC(=O)Nc1ccc2c(c1)OC[C@H](C)N(CC1CCOCC1)C[C@@H](C)[C@H](OC)CN(C)C2=O	-1.0
C[C@@H]1CCCCO[C@@H](CN(C)C(=O)Nc2ccc(C(F)(F)F)cc2)[C@H](C)CN([C@@H](C)CO)C(=O)c2cc(NC(=O)Nc3ccccc3)ccc2O1	-0.4
C[C@@H]1CN([C@@H](C)CO)C(=O)Cc2cc(NS(=O)(=O)c3ccccc3)ccc2O[C@H]1CN(C)Cc1ccc2c(c1)OCO2	-0.7
CO[C@@H]1CN(C)C(=O)c2cc(NS(=O)(=O)c3cccc(F)c3)ccc2OC[C@H](C)N(Cc2cc(F)ccc2F)C[C@H]1C	1.1
CCCC(=O)Nc1ccc2c(c1)C(=O)N(C)C[C@H](OC)[C@H](C)CN(C)[C@H](C)CO2	0.6

Among those listed so far, eleven contain an aryl methoxy group:
SMILES	TcdB inh
COc1ccc(NC(=O)N(C)C[C@@H]2Oc3ccc(NC(=O)Nc4ccc(F)cc4)cc3C(=O)N([C@H](C)CO)C[C@@H]2C)cc1	-0.8
CCC(=O)N[C@H]1CC[C@H](CC(=O)NCc2ccccc2OC)O[C@H]1CO	0.3
COc1ccc(S(=O)(=O)N(C)C[C@H]2Oc3ccc(NC(=O)Cc4cn(C)c5ccccc45)cc3C(=O)N([C@@H](C)CO)C[C@H]2C)cc1	-2.2
COc1cc(OC)c2c(=O)c3c(C(=O)O)c(O)ccc3oc2c1	0.1
COc1ccc(NC(=O)N(C)C[C@H]2Oc3ccc(NS(=O)(=O)c4ccc(OC)cc4)cc3C(=O)N([C@H](C)CO)C[C@H]2C)cc1	0.4
COc1ccc(CNC(=O)C[C@H]2C[C@H]3c4cc(N(C)C)ccc4O[C@H]3[C@H](CO)O2)cc1	-37
COc1ccc([Si](C)(C)[C@@H]2[C@@H](CCO)O[C@]3(C(=O)N(Cc4ccccc4)c4ccc(N5CCOC5=O)cc43)[C@H]2C)cc1	-0.1
COc1cccc(NC(=O)C[C@H]2CC[C@H]3[C@H](COc4ccc(NC(C)=O)cc4C(=O)N3C)O2)c1	0.2
COc1ccc(NC(=O)N(C)C[C@H]2Oc3ccc(NC(=O)Nc4ccc5c(c4)OCO5)cc3C(=O)N([C@H](C)CO)C[C@H]2C)cc1	0.3
COc1ccc2c3c([nH]c2c1)[C@@H](CO)N(C(=O)c1ccncc1)CC31CCN(C(=O)c2ccncc2)CC1	0.0
COc1cccc(NC(=O)Nc2ccc3c(c2)C(=O)N(C)[C@@H]2CC[C@@H](CC(=O)NCCc4ccccc4)O[C@H]2CO3)c1	-0.2

Only part of the results is shown (hit frequency here may not be typical).
